Assay outcomes (PubChem)
TLR9-MyD88 inh – inhibitors of TLR9-MyD88 association in cells, primary screen, cell-based, CHO, BLA complementation, fluorescence. CCF4 FRET ratio. inhibition, % at 4.98 µM. actives 0.21% (n = 340,000). AID 504734, 2011;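 active means inhibition above the mean over all tested compounds plus 3 SD, cut at about 21% in these data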;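 further: 0% = DMSO only wells and 100% = clavulanate BLA inhibitor control wells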
Target sequence (Q99836 whole entry, looked up): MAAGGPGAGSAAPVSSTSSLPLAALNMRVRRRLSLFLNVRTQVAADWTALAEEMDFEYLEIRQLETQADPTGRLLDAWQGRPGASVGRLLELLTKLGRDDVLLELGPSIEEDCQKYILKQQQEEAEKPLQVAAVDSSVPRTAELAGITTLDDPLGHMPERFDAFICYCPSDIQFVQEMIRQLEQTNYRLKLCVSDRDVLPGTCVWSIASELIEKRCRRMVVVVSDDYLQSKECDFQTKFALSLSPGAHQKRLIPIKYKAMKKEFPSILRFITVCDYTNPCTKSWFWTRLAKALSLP
Target sequence (Q9NR96 whole entry, looked up): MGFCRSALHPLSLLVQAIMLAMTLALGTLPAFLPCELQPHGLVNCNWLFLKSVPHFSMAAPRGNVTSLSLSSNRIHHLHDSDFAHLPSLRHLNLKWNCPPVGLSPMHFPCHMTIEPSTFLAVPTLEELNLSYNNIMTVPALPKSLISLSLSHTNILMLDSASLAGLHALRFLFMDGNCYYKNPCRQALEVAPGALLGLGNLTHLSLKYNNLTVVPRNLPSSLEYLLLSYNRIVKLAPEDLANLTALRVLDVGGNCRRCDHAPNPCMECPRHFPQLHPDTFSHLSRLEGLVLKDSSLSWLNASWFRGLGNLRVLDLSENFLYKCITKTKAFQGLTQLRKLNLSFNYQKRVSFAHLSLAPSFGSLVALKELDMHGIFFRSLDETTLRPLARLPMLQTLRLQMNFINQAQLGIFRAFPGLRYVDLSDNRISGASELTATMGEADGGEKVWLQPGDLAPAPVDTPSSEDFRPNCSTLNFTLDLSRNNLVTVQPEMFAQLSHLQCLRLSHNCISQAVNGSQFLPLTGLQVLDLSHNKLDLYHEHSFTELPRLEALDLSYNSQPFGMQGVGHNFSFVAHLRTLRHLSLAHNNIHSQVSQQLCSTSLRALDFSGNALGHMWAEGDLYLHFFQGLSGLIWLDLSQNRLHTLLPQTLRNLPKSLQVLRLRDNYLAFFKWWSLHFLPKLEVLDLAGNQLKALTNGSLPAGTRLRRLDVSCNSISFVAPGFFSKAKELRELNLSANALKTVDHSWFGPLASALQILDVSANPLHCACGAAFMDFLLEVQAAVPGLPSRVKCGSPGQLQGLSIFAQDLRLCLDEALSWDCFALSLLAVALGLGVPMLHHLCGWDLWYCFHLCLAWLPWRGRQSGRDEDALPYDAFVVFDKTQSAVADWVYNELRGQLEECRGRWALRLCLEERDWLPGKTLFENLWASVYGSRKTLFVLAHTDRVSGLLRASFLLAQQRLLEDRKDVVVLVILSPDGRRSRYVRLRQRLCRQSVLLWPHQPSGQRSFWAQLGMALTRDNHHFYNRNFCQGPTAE
ABCB6 inh MLPCN – ABCB6 transporter inhibitors, primary screen, K562-ABCB6 cells, flow cytometry, MLPCN library; ATP-binding cassette sub-family B member 6 (Homo sapiens), Q9NP58; K562-ABCB6 porphyrin accumulation, 1 h; hits give low values; fluorescence ratio to DMSO, % at 10 µM; actives 0.19% (n = 360,000); AID 602162, 2011;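 active means fluorescence ratio to DMSO below 75%, the collection mean minus 3 SD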;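 further: signal is porphyrin accumulated inside mitochondria; 100% equals median channel fluorescence of DMSO control wells; lower ratio means ABCB6 inhibition with less porphyrin fluorescence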
Vif inh – HIV Vif self-association inhibitors, primary screen, imaging, HEK293T, single point. HEK293T cells, Vif self-association by quenched fluorescence, 24 h. AID 602346, 2012. actives 0.35% (n = 340,000). inhibition, % at 7.49 µM; in the data active means inhibition above about 50%, passing the limit was not always enough; further: some results filed as inactive read as strong as hits
Exocytosis inh – LAMP-1 surface exposure blockers, TALL-104 cells – cell-based, flow cytometry, MLPCN library, primary screen; inhibition, % at 10 µM; TALL-104 LAMP-1 surface exposure; cells stimulated with thapsigargin and PMA; actives 0.66% (n = 360,000); AID 651702, 2012;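 active means inhibition above about 55%, limit read from the data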
Glyco luc inh – increase of ERlucT glycosylation luciferase signal, primary screen, N-linked glycosylation inhibitor project, D54 ERlucT cells, luminescence, set 2. D54 ERlucT glycosylation luciferase reporter, 24 h; percent of 100 nM tunicamycin response. reporter increase, % at 12.5 µM. actives 0.23% (n = 360,000);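 active means mean luciferase reporter signal, scaled so untreated is 0 and the glycosylation-blocking control 100, at or above a set limit in every replicate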;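 further: luciferase carries N-glycosylation sites so blocking glycosylation raises the light; 0% = median of neutral control wells and 100% = median of 100 nM tunicamycin wells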
MC4R barr agon – MC4R agonists recruiting beta-arrestin, primary screen, cell-based, luminescence, agonist arm of biased-ligand search. U2OS MC4R beta-arrestin complementation; percent of melanotan II response, DMSO zero. AID 540308, 2011. actives 0.98% (n = 360,000). activation, % at 8.9 µM. Melanocortin receptor 4 (Homo sapiens), P32245;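 active means activation above a per-plate cutoff, the mean activation of sample wells on that plate plus 3 SD, cut at about 8% in these data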
NOD2 RIPK2 PPI – NOD2-RIPK2 binding disruptors in cells, primary screen, fluorescence, CHO cells, BLA complementation; inhibition, % at 4.98 µM; CCF4 ratio; actives 0.38% (n = 360,000); in the data active means inhibition above about 21%;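 further: 0% = vehicle only and 100% = reference blocker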
MC4R antagonist – MC4R antagonists of cAMP signaling, primary screen, cell-based, TR-FRET, antagonist arm of biased-ligand search. Melanocortin receptor 4 (Homo sapiens), P32245. MC4R-expressing cells, MTII-stimulated cAMP, LANCE TR-FRET. inhibition, % at 6.5 µM. actives 0.48% (n = 360,000);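 active means inhibition above its plate's cutoff, the mean of tested wells on that plate plus 3 SD, cut at about 29% in these data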;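 further: 0% = Melanotan II alone and 100% = Melanotan II plus saturating MCL0020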
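material = U2OS cells stably expressing human melanocortin 4 receptor (MC4R) | also added = Melanotan II challenge | dosing = single nominal compound dose of 6.5 µM | detection = TR-FRET with Eu-cAMP and labeled anti-cAMP, 671 nm | replication = singlicate | timing = compound 30 min, challenge 1 h, detection 1 h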
aDG glyco up – activators of alpha-DG glycosylation, primary screen, uHTS, Pro5-aDG cells, AlphaScreen. actives 0.22% (n = 360,000). AID 624168, 2012. activation, % at 10 µM. alpha-DG glycosylation AlphaScreen (IIH6); 0% Pro5, 100% B10-LARGE cell signal;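 active means activation of at least 8% versus controls, or a plate z-score of at least 8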;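 further: Pro5 are CHO cells carrying HIG-tagged alpha-DG that lacks glycosylation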
ABHD5-PLIN5 inh – ABHD5-PLIN5 interaction inhibitors, primary screen, cell lysate, split luciferase complementation, luminescence; AID 602281, 2012; inhibition, % at 4 µM; Split G. princeps luciferase complementation, 4 h; Perilipin-5 (Homo sapiens) + 1-acylglycerol-3-phosphate O-acyltransferase ABHD5 (Homo …; actives 0.78% (n = 360,000);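 active means inhibition above the mean inhibition across every tested compound plus 3 SD, cut at about 22% in these data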;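 further: 0% = DMSO only wells and the 100% control is not disclosed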
The depositor's hits bear a star; / = no result given.

Every second line gives: TLR9-MyD88 inh	ABCB6 inh MLPCN	Vif inh	Exocytosis inh	Glyco luc inh	MC4R barr agon	NOD2 RIPK2 PPI	MC4R antagonist	aDG glyco up	ABHD5-PLIN5 inh
CC(O)(c1cccc(F)c1)c1nc(-c2cccc3cccnc23)cs1 (configuration not stated)
→ /	90	-6	1	0	0.8	-2	4	-0.1	-2
CCN(CC)c1nc(C)nc2c1sc(=S)n2C
→ -5	103	-2	-1	-1	1.8	-1	5	-0.1	2
CCOC(=O)[C@H]1O[C@@H]1C(=O)N[C@@H](CC(C)C)C(=O)NCCC(C)C
→ 2	103	1	-9	-4	-0.1	-12	4	0.2	-5
O=[N+]([O-])c1cccc(NC2=NCCC2)c1
→ -3	105	3	-10	2	-1.6	-6	6	-0.3	1
CC1CCCCC1NC(=O)CN1CCC(O)(c2ccc(F)cc2)CC1 (configuration not stated)
→ 10	94	6	6	-1	-1.1	-3	0	-0.1	0
O=C(O)c1nn(CCOc2ccc(Br)cc2)c(=O)c2ccccc12
→ -2	93	0	16	2	3.2	4	0	0.1	3
CCCCCCCC1(C)NC(=O)NC1=O (configuration not stated)
→ -12	99	-5	-7	1	0.9	-4	8	-0.1	2
O=C(c1ccc2snnc2c1)N1CCN(c2ccccc2)CC1
→ -3	101	9	0	1	2.3	-8	-3	-0.1	8
O=C(NCCCCCCNC(=O)c1ccc(Br)s1)c1ccc(Br)s1
→ -5	99	-6	-3	-1	7.0	10	7	0.2	-7
NC(c1ccccc1)c1csc(NC(=O)Nc2cccc(Cl)c2)n1 (configuration not stated)
→ /	100	2	-6	10	12*	2	-7	1.7	3
CC1CCCC(C)N1/N=C/c1ccc(C(=O)O)cc1 (configuration not stated)
→ 8	95	7	0	-1	-4.9	-4	-8	-0.1	-11
CCc1nc2ccccc2c(=O)n1NCCc1ccccc1
→ 6	94	/	-3	0	-2.2	-8	1	-0.1	-3
CN(C(=O)CN(CCO)CC(=O)N(C)C(C)(C)Cc1ccccc1)C(C)(C)Cc1ccccc1
→ 2	97	-6	4	-2	1.9	-5	16	0.1	-10
O=C(/C=C/c1ccccc1)Nc1cc(S(=O)(=O)N2CCOCC2)ccc1N1CCCC1
→ 4	83	7	-2	11	-1.6	-1	-1	0.1	0
Cc1sc2ncn(CC(=O)NCC3COc4ccccc4O3)c(=O)c2c1S(=O)(=O)N1CCCCC1 (configuration not stated)
→ -3	93	5	-5	-1	0.4	-5	3	-0.3	-3
CCN(c1ccccc1)S(=O)(=O)c1ccc(C(=O)N2CCN(c3ccccc3)CC2)cc1
→ -9	95	-12	-19	-5	-0.3	-16	-2	-0.4	2
Nc1cc(=O)[nH]c(SCC(=O)Nc2ccc(Cl)c(Cl)c2)n1
→ -3	99	-3	-3	2	-1.9	-3	6	-0.2	5
Cc1[nH]c(=O)c(C#N)c(C)c1CCC(=O)Nc1cc(S(C)(=O)=O)ccc1Cl
→ 4	109	27	-11	1	0.4	-8	5	-0.1	4
COC(=O)C1=C(C)NC(=O)CC1c1cccc(OC)c1OC (configuration not stated)
→ 9	101	13	16	1	-2.0	-1	3	0.0	-2
CCC1=NN2C(=N)/C(=C\c3cccn3-c3ccc(C)c(C)c3)C(=O)N=C2S1
→ 0	100	0	-2	0	-2.7	-15	24	-0.1	-1
COc1ccc(CCNC(=O)c2noc(C(C)C)c2[N+](=O)[O-])cc1OC
→ -10	96	-11	13	0	1.7	5	13	0.0	-6
Cc1c(Cl)cccc1NC(=S)N1CCN(C(=O)C2CCCO2)CC1 (configuration not stated)
→ 8	100	-1	-3	0	-1.4	-11	4	-0.1	2
CC(=O)c1ccc(NC(=O)C(C)OC(=O)COc2ccc(C#N)cc2)cc1 (configuration not stated)
→ -1	116	6	0	4	-0.5	-4	15	-0.2	5
O=S1(=O)C=CC(Nc2cccc(Cl)c2)C1 (configuration not stated)
→ -12	100	-3	5	21	-1.0	9	11	0.0	6
COc1ccc(OCC(=O)NC(=S)NNC(=O)COc2ccc(Br)cc2Cl)cc1
→ -4	99	3	-1	0	-1.4	-6	5	0.0	-11
CCOC(=O)[C@]12CCCC=C1N(CCc1ccc(OC)c(OC)c1)C(=O)[C@H](CC(=O)NCCCN1CCCC1=O)C2
→ /	/	/	10	/	/	-7	/	0.0	-3
O=C(NCC1CCCO1)c1ccc(Br)s1 (configuration not stated)
→ 6	101	-1	-3	1	-2.1	-4	0	0.3	6
O=C(C1CCCCC1)N1CCC2CC1c1cc(Cl)ccc12 (configuration not stated)
→ -11	95	1	8	2	1.0	-5	4	0.0	5
O=C(O)c1cc2nc(-c3ccccc3)cc(C(F)(F)F)n2n1
→ 0	96	6	6	3	-1.0	2	4	0.1	-2
CCOC(=O)c1sc(SCC(=O)Nc2ccc(N(C)C)cc2)nc1N
→ -4	94	2	3	1	-0.3	7	-8	0.1	-14
CC(C)N1CCN(S(=O)(=O)c2ccccc2)CC1
→ -12	96	5	0	1	0.0	2	3	-0.1	-1
CC1OC2(OC1C)C(=O)Nc1ccccc12 (configuration not stated)
→ 1	92	9	-1	4	-2.5	4	-1	-0.4	-4
O=C(CN1CCCCC1)Nc1ccc(S(=O)(=O)N2CCOCC2)cc1
→ 8	98	/	0	-1	-0.6	-10	1	-0.2	0
CC(Oc1ccc(F)cc1)C(=O)Nc1cc(S(=O)(=O)N2CCCCC2)ccc1N1CCN(C)CC1 (configuration not stated)
→ -1	99	16	-1	-3	1.4	12	9	0.0	1
CC(=O)CSc1cc(C)nc2c(-c3ccccc3)c(C)nn12
→ -28	100	-5	-2	6	-2.3	-2	-5	0.0	-2
CN1C[C@@H]2[C@@H]3C(=O)N(C)C(=O)[C@@H]3[C@](C)(C1=O)N2C(=O)c1ccc(Cl)cc1
→ -7	98	-2	-7	0	1.7	2	4	-0.1	-7
CCOC(=O)N1CCN(c2nc(C(F)(F)F)nc3c(C)cc(C)cc23)CC1
→ 10	87	/	2	/	-0.4	-5	8	0.0	-1
COc1ccc(N=C2C(=O)Nc3ccccc32)cc1
→ -7	98	-6	2	0	-0.3	-1	4	0.6	-14
CC(=O)N1CCN(c2ccc(NC(=O)c3cccc(OCc4ccccc4)c3)cc2)CC1
→ 10	92	-10	2	-4	-0.5	-7	3	-0.2	14
O=C(Oc1ccc2ccccc2c1)C1CCC1
→ 8	97	1	-1	2	-0.8	0	0	-0.1	-1
Cc1noc(C)c1C(=O)Nc1ccc2c(c1)CCC2
→ -6	97	15	-8	-2	-1.0	-9	-1	-0.1	-5
CCN(CC)CCCNC(=O)c1cn(CC)c2cc(N3CCN(C(=O)c4ccco4)CC3)c(F)cc2c1=O
→ -6	100	-2	11	-1	2.4	3	18	-0.1	-2
O=C1CC(N2CCC(c3nc4ccccc4[nH]3)CC2)C(=O)N1Cc1ccccc1 (configuration not stated)
→ 0	101	-4	0	-3	-3.8	-1	6	0.1	-1
CCOc1ccccc1-c1nc(CN2CCCN(C(=O)c3ccco3)CC2)c(C)o1
→ -14	94	-3	-12	-1	-4.7	3	12	-0.2	1
CC(C)(C)NC(=O)CC1C(=O)NCCN1Cc1c(F)cccc1Cl (configuration not stated)
→ -1	104	7	-12	1	-1.3	2	15	-0.8	2
CCCN(CCC)CCCNC(=O)c1cc2cc3ccc(Cl)cc3nc2o1
→ 8	73*	-5	36	-3	-2.8	6	5	0.2	11
COc1ccc(OC)c(NC(=S)N2CCN(c3ccccn3)CC2)c1
→ -11	96	-1	-1	2	-2.9	8	12	-0.1	-6
COc1ccc(S(=O)(=O)N2CCC(C(=O)N[C@@H](C)C(=O)NC3CC3)CC2)cc1
→ -2	102	-1	0	-1	-1.9	-5	14	0.0	-3
O=C(NCc1ccncc1)Nc1cc(Cl)ccc1Cl
→ -1	96	-3	-1	1	-1.2	9	8	0.2	-6
O=C(NNc1ccccc1)C(CCO)C(=O)NNc1ccccc1
→ -20	110	-6	-1	2	-2.4	1	12	1.2	2
CCOC(=O)c1ccc2[nH]c3c(c2c1)CN(C)CC3
→ -9	100	4	5	9	0.4	-22	5	-0.1	6
Cc1ccc2c(c1)N(CC(=O)N(Cc1ccccn1)Cc1ccco1)C(=O)C(C(C)C)O2 (configuration not stated)
→ -6	95	/	4	-1	0.0	-1	8	0.0	7
CC(C(=O)NC1C=CS(=O)(=O)C1)N1C(=O)/C(=C/c2ccc(Cl)cc2)SC1=S (configuration not stated)
→ 0	97	-5	4	-2	-1.5	-2	0	0.0	0
COc1ccc(CNC(=O)COC(=O)CCOc2ccc(C)cc2)cc1OC
→ -1	95	6	1	1	-0.8	-1	9	-0.1	-1
CC(=O)c1cccc(NC(=O)Cc2coc3cc4c(cc23)CCC4)c1
→ -11	87	-9	4	-1	-1.4	2	0	0.4	-4
CC(C)(CNC(=O)c1ccc(S(=O)(=O)Nc2cccc(C(F)(F)F)c2)cc1)N1CCOCC1
→ 11	72*	-2	4	-1	-4.8	2	-5	-0.1	-12
COC(=O)CSc1nnc2n(C3CCCCC3)c(=O)c3c4c(sc3n12)CCCC4
→ -8	94	28	6	0	-0.1	-17	19	-0.1	-3
Cc1cc2c3nonc3ccc2n1-c1ccccc1
→ -6	94	-1	42	-3	-0.1	-1	-1	0.0	-4
O=C(Nc1ccc(F)cc1)c1c(Cl)nc2ccccn12
→ -8	103	17	0	-2	-1.8	2	-3	-0.1	3
C#CCn1c(=NC(=O)CN2C(=O)CCC2=O)sc2cccc(OC)c21
→ -2	89	2	2	2	-0.3	2	4	-0.1	2

(further entries)
Every second line gives: TLR9-MyD88 inh	ABCB6 inh MLPCN	Vif inh	Exocytosis inh	Glyco luc inh	MC4R barr agon	NOD2 RIPK2 PPI	MC4R antagonist	aDG glyco up	ABHD5-PLIN5 inh
CCN1C2=NCCCN2c2ccccc21
→ -11	100	0	3	2	-0.8	-9	2	0.1	-2
CC(=O)Nc1nc2ccc(C(=O)NCCOC(=O)C3CCCCC3)cc2s1
→ 4	101	4	-2	1	-3.3	10	5	-0.4	-5
Cn1nccc1C(=O)Nc1ccc2c(c1)OCO2
→ 2	96	-39	-5	-1	-1.4	-13	2	0.0	-3
Cn1c(-c2sccc2OCc2cccc(C(F)(F)F)c2)n[nH]c1=S
→ 5	94	-5	-6	-1	-2.1	0	-2	0.6	-14

Not all compounds are listed; rates above refer to the full screens.
